High-throughput results as filed in PubChem BioAssay.
FXIa inh = human FXIa protease inhibitors, primary screen, biochemical, 1536-well; inhibition, % at 5 µM; Coagulation factor XI (Homo sapiens), P03951; 220,000 tested, 0.14% active; AID 798, 2007; purified FXIa, Boc-Glu-Ala-Arg-AMC fluorogenic substrate;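 active means inhibition of at least 40%; inactive means inhibition below 40%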;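 further: fluorescence of freed AMC excited at 355 nm; 0% = enzyme without compound and 100% = no enzyme blank; many of its hits are not listed in these tables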
14-3-3 Bad inh = inhibitors of 14-3-3 zeta/Bad binding, primary screen, biochemical, TR-FRET, bovine 14-3-3 zeta; 14-3-3 protein zeta/delta (Bos taurus), P63103; TR-FRET 14-3-3zeta/Dy647-pBad peptide displacement, 1 h; inhibition, % at 21.7 µM; 220,000 tested, 0.71% active;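 active means inhibition above about 70%, limit read from the data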;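 further: 0% = full 14-3-3 plus peptide FRET controls and 100% = background without 14-3-3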
Target sequence (P63103 whole entry, looked up): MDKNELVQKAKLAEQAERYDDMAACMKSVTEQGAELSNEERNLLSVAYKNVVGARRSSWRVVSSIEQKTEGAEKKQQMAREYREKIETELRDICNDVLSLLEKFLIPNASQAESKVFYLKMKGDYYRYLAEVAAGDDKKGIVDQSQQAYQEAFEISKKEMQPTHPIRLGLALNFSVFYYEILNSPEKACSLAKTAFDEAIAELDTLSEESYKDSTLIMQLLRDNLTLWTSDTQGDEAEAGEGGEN
p97 inhibitor = inhibitors of human p97 ATPase, primary screen, biochemical. Transitional endoplasmic reticulum ATPase (Homo sapiens), P55072. recombinant p97 ATPase, Kinase-Glo ATP luminescence, 3 h. AID 1481, 2009. 220,000 tested, 0.42% active. inhibition, % at 8 µM; in the data active means inhibition above about 15%;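 further: 0% = DMSO vehicle and 100% = wells lacking enzyme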
KLK5 inh = human KLK5 protease inhibitors, primary screen, biochemical, 1536-well; AID 873, 2007; recombinant hK5, fluorogenic AMC substrate cleavage; inhibition, % at 5 µM; 210,000 tested, 0.59% active;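 active means inhibition of 40% or more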;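 further: 0% = enzyme controls without compound and 100% = no-enzyme blanks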
Mdm2 ligase inh = MDM2-luciferase reporter signal enhancers, primary screen, MDM2 E3 ligase inhibitor project, cell-based, luminescence, 1536-well; E3 ubiquitin-protein ligase Mdm2 (Homo sapiens), Q00987; cell-based MDM2 ubiquitination luciferase reporter, 2 h; 0 = plate control, 100 = twice control, blank-subtracted; signal enhancement, % at 5 µM; 210,000 tested, 0.11% active;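 active means signal enhancement of 30% or more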;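 further: luminescence tracks abundance of the self-degrading MDM2-luciferase fusion protein; higher signal means inhibition of MDM2 E3 ligase activity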
Target sequence (Q00987 whole entry, looked up, the tested form may be a part): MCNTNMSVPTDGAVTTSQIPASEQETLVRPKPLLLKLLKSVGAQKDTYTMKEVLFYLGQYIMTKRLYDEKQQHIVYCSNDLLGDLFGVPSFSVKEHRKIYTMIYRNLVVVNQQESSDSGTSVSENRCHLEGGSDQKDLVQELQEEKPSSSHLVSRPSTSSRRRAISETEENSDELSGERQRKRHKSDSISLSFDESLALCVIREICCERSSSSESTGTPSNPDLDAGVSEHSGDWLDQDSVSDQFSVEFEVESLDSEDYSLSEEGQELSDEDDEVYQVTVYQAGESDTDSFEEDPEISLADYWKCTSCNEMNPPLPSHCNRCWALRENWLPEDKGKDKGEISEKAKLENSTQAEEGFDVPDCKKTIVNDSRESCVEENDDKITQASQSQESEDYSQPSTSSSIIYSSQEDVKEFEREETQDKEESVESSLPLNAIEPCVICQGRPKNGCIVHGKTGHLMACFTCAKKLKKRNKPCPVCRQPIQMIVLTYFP
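Buffer or medium: Cells held in DMEM | Assay system: Stable mammalian line carrying autodegrading MDM2–luciferase fusion reporter | Quantity: 2000 cells/well | Times: 4 h settle plus 2 h compound, 37 °C | Doses: One concentration, 5 µM, with 0.2% DMSO | Technique: Luminescence with SteadyLite reagent, 15 min at room temperature | Benchmarks: Plate controls and plate blanks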
eIF4E 4G PPI = eIF4E–eIF4G protein interaction inhibitors, primary screen, biochemical, uHTS, TR-FRET, eIF4GI fragment; Eukaryotic translation initiation factor 4E (Mus musculus) + Eukaryotic translation …; TR-FRET eIF4E-eIF4GI(517-606) binding, 2 h; inhibition, % at 21.7 µM; 220,000 tested, 0.37% active; AID 782, 2007;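 active means inhibition above about 30%, limit read from the data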;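 further: 0% = full FRET control wells and 100% = background wells lacking eIF4GI fragment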
Wee1 stabilizer = Wee1 degradation inhibitors, primary screen, cell-based, HeLa, Wee1K328M-luciferase, luminescence | HeLa Luc-Wee1K328M stability; 100% = proteasome inhibitor MG132 effect | reporter increase, % at 5 µM | 220,000 tested, 1.2% active;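 active means activation above the mean of all tested compounds plus 3 SD, set per screening run, cut at about 8.8% in these data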;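 further: cells exposed to compound for 20 h before luminescence read; 0% = DMSO alone and 100% = MG132 at 30 µM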
Rad51 HR inh = human RAD51 strand exchange inhibitors, primary screen, biochemical, fluorescence | AID 1385, 2008 | 200,000 tested, 0.085% active | hRad51 DNA strand exchange, fluorescence dequenching | inhibition, % at 10 µM | DNA repair protein RAD51 homolog 1 (Homo sapiens), Q06609;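 active means inhibition above 40% at the single screening dose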;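 further: 0% = DMSO control wells and 100% = blanks with heterologous ssDNA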
Target sequence (Q06609 whole entry, looked up): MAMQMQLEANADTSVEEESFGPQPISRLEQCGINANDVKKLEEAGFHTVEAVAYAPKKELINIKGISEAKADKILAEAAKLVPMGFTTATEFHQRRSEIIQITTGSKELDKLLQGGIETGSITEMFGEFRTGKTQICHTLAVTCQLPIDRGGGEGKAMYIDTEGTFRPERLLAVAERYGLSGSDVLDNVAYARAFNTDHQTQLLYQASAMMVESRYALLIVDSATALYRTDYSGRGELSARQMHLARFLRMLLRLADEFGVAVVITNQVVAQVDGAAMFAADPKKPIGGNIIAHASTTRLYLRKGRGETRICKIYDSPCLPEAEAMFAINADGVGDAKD
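System: human Rad51 nucleoprotein filaments preassembled on unlabelled ssDNA. Reagent: labelled 47-mer dsDNA for strand exchange. Schedule: 30-min compound preincubation and 15-min exchange, both room temperature. Measured by: FRET fluorescence dequenching, excitation 485 nm, emission 520 nm. Read-out: Fluorescence-based percent inhibition, control- and blank-normalised. Benchmarks: plate controls and plate blanks.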
FXIIa inh 1536 = human FXIIa protease inhibitors, primary screen, biochemical, 1536-well; AID 800, 2007; 220,000 tested, 0.3% active; inhibition, % at 5 µM; Coagulation factor XII (Homo sapiens), P00748; purified FXIIa, Boc-QGR-AMC fluorogenic substrate, 2 h; in the data active means inhibition above about 40%;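 further: 0% = enzyme with no compound and 100% = blank without enzyme; many of its hits are not listed in these tables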
* hit, by the source's call; · = no result given; [ ] = another dose, or the depositor's remark. Compounds were not picked by outcome; 3.5% or so of the library scored in one or more.

SMILES | FXIa inh | 14-3-3 Bad inh | p97 inhibitor | KLK5 inh | Mdm2 ligase inh | eIF4E 4G PPI | Wee1 stabilizer | Rad51 HR inh | FXIIa inh 1536
C=CCn1c(=O)c2ccc(C(=O)NCc3ccccc3)cc2n(Cc2ccc(Cl)cc2)c1=O | 5 | 3 | -2 | -15 | -5 | 2 | 0 | 3 | 14
CNc1ccc(Br)cc(C(=O)/C=C/c2ccc(OC)cc2)c1=O | 11 | 0[fluorescence artefact?] | 5 | -20 | 10 | 26[fluorescence artefact?] | -1 | -18 | 15
CCOC(=O)c1ccccc1N/C=C/C(=O)c1cccs1 | 8 | -2 | 0 | -2 | -6 | 3 | 2 | 2 | 12
Cc1ccsc1/C=N/NC(=O)CC(=O)NCC(C)C | -2 | -9 | 1 | -3 | -13 | -5 | -2 | 12 | 4
CC(C)Oc1ccc(CSC(=N)N)cc1 | 7 | 4 | 3 | -7 | -4 | -3[fluorescence artefact?] | 0 | -12 | 14
O=C(Cn1ncc(Cl)c(Cl)c1=O)N1CCc2ccccc21 | 8 | -14 | 2 | -6 | -39 | 4 | 2 | -9 | 5
Cc1nnc(NC(=O)c2ccc(Br)cc2)s1 | 7 | 6 | -3 | -5 | -2 | 2 | 0 | -1 | 14
CCc1ccccc1NC(=O)CCc1nc(-c2cccs2)no1 | 8 | -9 | -3 | -21 | -19 | -10 | 2 | 2 | 1
Cc1ccnn1CC(=O)N/N=C/c1ccco1 | -9 | 2 | 5 | -1 | -16 | 6 | 2 | -5 | -3
O=C(COC(=O)c1ccc2ccccc2n1)c1ccc(F)cc1 | 0 | -8 | 5 | 2 | -15 | 0 | -1 | 16 | 6
CCOc1ccccc1CN1CCN(CC2=Cc3cc(OC)ccc3OC2)CC1CCO (stereo not drawn) | 2 | -6 | 3 | 3 | -16 | 0 | -4 | · | 6
Cc1cccc(N2CCN(Cc3nc(CC4CC4)no3)CC2)n1 | -5 | 1 | 2 | -5 | 12 | 4 | 3 | 2 | 0
O=C(Nc1cccc(S(=O)(=O)NCc2ccco2)c1)c1cc(-c2ccccc2)nc2ccccc12 | -1 | -1 | 1 | -17 | 0 | 1[fluorescence artefact?] | -2 | -3 | 4
Cc1cc(C)c2c(=O)[nH]c(SCC(=O)Nc3ccc(N(C)C)cc3)nc2n1 | -1 | 11 | 3 | -12 | -3 | -1 | -2 | 5 | 12
CCc1ccc(C2=C/C(=C/c3cccnc3)C(=O)O2)cc1 | 8 | 10 | 6 | 3 | -10 | -1[fluorescence artefact?] | 0 | · | 13
Cc1ccc(-n2c(SCc3ccc(C(=O)O)cc3)nnc2-c2ccncc2)cc1 | 7 | 6 | 11 | -4 | -13 | -3 | -3 | 19 | 7
CCOC(=O)C1CCN(C(=S)Nc2ccc(Cl)cc2C)CC1 | -2 | -19 | 2 | -6 | -13 | -2 | -3 | -33 | 3
CCCOc1ccc2[nH]cc(C(=O)O)c(=O)c2c1 | -9 | -1 | 6 | -14 | -17 | 2 | -3 | 8 | 8
N#CNc1nc(O)cc(=O)[nH]1 | 5 | -14 | 8 | 4 | -12 | -4 | -2 | 16 | 11
CC1=NN(c2ccc(S(=O)(=O)O)cc2Cl)C(=O)C1 | 1 | 3 | 6 | 2 | 3 | -1 | 3 | 2 | 13
CCOC(=O)C1CCCN(C(=O)C2CCC(CNS(=O)(=O)c3ccc(NC(C)=O)cc3)CC2)C1 (stereo not drawn) | -1 | 2[fluorescence artefact?] | -3 | -19 | -14 | -8[fluorescence artefact?] | -2 | -7 | 18
CN(C)S(=O)(=O)c1cccc(CSc2cccc[n+]2[O-])c1 | -7 | -4 | -7 | -29 | -20 | 0 | -3 | -7 | 4
N#CC1C(C#N)N2CCCN2C1c1ccc(Br)cc1 (stereo not drawn) | 5 | -6 | 9 | 2 | -13 | 0 | -2 | 13 | 5
S=C(Nc1ccccc1Cl)N1CCC(c2ccccc2)C1 (stereo not drawn) | 2 | 0 | 5 | · | · | 1 | 3 | · | 16
COC(=O)c1scc(S(=O)(=O)C(C)C)c1N/N=C(\C#N)C(=O)c1ccc(Cl)cc1 | -1 | 2 | -5 | 1 | -14 | -3 | -3 | 9 | 14

Overlap with the part before: three compounds; new compounds follow.
SMILES | FXIa inh | 14-3-3 Bad inh | p97 inhibitor | KLK5 inh | Mdm2 ligase inh | eIF4E 4G PPI | Wee1 stabilizer | Rad51 HR inh | FXIIa inh 1536
N#CC1C(C#N)N2CCCN2C1c1ccc(Br)cc1 (stereo not drawn) | 5 | -6 | 9 | 2 | -13 | 0 | -2 | 13 | 5
S=C(Nc1ccccc1Cl)N1CCC(c2ccccc2)C1 (stereo not drawn) | 2 | 0 | 5 | · | · | 1 | 3 | · | 16
COC(=O)c1scc(S(=O)(=O)C(C)C)c1N/N=C(\C#N)C(=O)c1ccc(Cl)cc1 | -1 | 2 | -5 | 1 | -14 | -3 | -3 | 9 | 14
O=C(c1noc2c1CCCC2)N1CCC(CO)(Cc2ccccc2Cl)CC1 | -2 | -3 | 3 | -2 | 2 | 0 | -2 | 18 | 3
CC1(C)Cc2ccccc2-c2n[nH]c(=S)n21 | 6 | 0 | -1 | -21 | -18 | 2 | 9.5* | -11 | 14
O=S(=O)(c1ccccc1)C1(S(=O)(=O)c2ccccc2)CCCC1 | -6 | -2 | -3 | 2 | 3 | 0 | 2 | -6 | 3
O=C(CCC(=O)Nc1ccc(F)cc1)N/N=C/c1ccc(O)cc1O | -1 | -19 | 5 | -9 | 0 | 2 | 1 | 4 | 2
CCCCn1c(SCC(=O)Nc2nnc(CC)s2)nc2ccccc2c1=O | -5 | 6 | 2 | 2 | -1 | -2 | -4 | -4 | 1
O=C(COC(=O)CCCN1C(=O)c2cccc3cccc(c23)C1=O)Nc1cccc(Br)c1 | -8 | -16 | -4 | -11 | -3 | -7 | -3 | -1 | 0
CCOC(=O)C(C)On1c(-c2ccccc2)nc2ccc([N+](=O)[O-])cc21 (stereo not drawn) | 0 | 2[fluorescence artefact?] | -6 | -3 | -13 | 13[fluorescence artefact?] | 1 | -3 | 7
COc1ccc(CN2CCOCC2)c(C)c1C | 3 | 71* | 3 | -3 | -8 | 2 | 3 | 5 | 17
CC(C)Cc1nnc(NC(=O)CCC(=O)NC2CCCc3ccccc32)s1 (stereo not drawn) | 6 | 4 | 3 | -4 | 12 | -2[fluorescence artefact?] | -2 | -6 | 5
COc1ccc(N2CCN(C(CNC(=O)C(C)(C)C)c3ccco3)CC2)cc1 (stereo not drawn) | -9 | -7 | 1 | -27 | -7 | -7 | 0 | 18 | -9
CC1=NN(C(=O)Cn2ccc([N+](=O)[O-])n2)C(O)(C(F)(F)F)C1 (stereo not drawn) | 21 | 17 | -4 | -2 | -7 | 0 | -3 | 26 | 10
O=C(OCCN1C(=O)c2ccccc2C1=O)c1ccco1 | 5 | -11[fluorescence artefact?] | 6 | -9 | -8 | -5 | 2 | -5 | 12
Cc1ncsc1C(=O)Nc1nc2c(s1)CCCC2 | -3 | -6[fluorescence artefact?] | -18 | -1 | -16 | 4 | 3 | -4 | 0
Cc1cc([N+](=O)[O-])cc(C)c1OCC(=O)N/N=C/c1ccc(OC(=O)c2ccccc2)cc1 | 6 | -3 | 2 | -18 | -4 | 3 | -1 | -4 | 9
CCOc1ccc(CN2CCN(Cc3cc4ccccc4[nH]3)CC2CCO)cc1 (stereo not drawn) | -1 | -12 | 6 | 0 | -6 | 1 | 1 | -3 | 6
Cc1nc2ccccc2n1CC(=O)OCC(=O)NC1CC1 | 37 | -2 | -3 | 24 | -95 | 2 | -1 | -11 | ·
CC(=O)N1c2ccccc2N(Cc2ccc([N+](=O)[O-])cc2)C(=O)C1(C)C | 19 | 1 | 0 | -16 | -13 | -3 | 0 | -13 | 20
CN1CCC(=NNC(=O)c2cn(-c3ccccc3)nc2-c2ccccc2)CC1 | -10 | 2 | -5 | -5 | 13 | -5[fluorescence artefact?] | 2 | 7 | -6
COC(=O)c1ccc(C(=O)Nc2cc(Cl)ccc2Cl)cc1NC(=O)c1ccccc1C | 8 | 10 | 2 | 7 | -5 | 2 | 4 | -5 | 15
N#Cc1cc(C(=O)c2cc(Cl)ccc2O)cn(CC2CCCO2)c1=O (stereo not drawn) | -5 | -7 | -2 | -11 | -5 | -3 | 6 | -3 | -2
Cc1ccc2nc(NC(=O)CCNS(=O)(=O)c3ccc(Br)s3)sc2c1 | -2 | -1[fluorescence artefact?] | -1 | -7 | -18 | 10 | 1 | 6 | 6
CCc1cc(CC)c(/C=N/NC(N)=O)c(CC)c1 | 1 | -8 | -3 | 2 | -2 | 0 | -3 | -11 | 11
COc1ccc(NC(=O)c2[nH]c(C)c(C(C)=O)c2C)cc1S(=O)(=O)Nc1ccc(Br)cc1 | 2 | -2 | 3 | -3 | -7 | -2 | 5 | 8 | 9
COc1ccc(-c2cn[nH]c2-c2ccc(OCc3ccccc3F)cc2O)cc1OC | -8 | -1 | 6 | 3 | -16 | 0 | 0 | 2 | 5
CC1(C)CC(=O)C(C2(O)C(=O)N(Cc3ccccc3)c3ccccc32)CO1 (stereo not drawn) | 6 | 12 | -1 | 1 | 10 | -3 | 0 | -2 | 18
Cc1cc(C)n(/N=C/c2ccccc2)c(=O)c1C#N | 0 | -14[fluorescence artefact?] | 1 | -11 | -7 | 5 | 1 | -2 | 57*
CC(c1nnc(SCC(=O)N2CCc3ccccc32)n1-c1ccc(Cl)cc1)N(C)C (stereo not drawn) | 8 | -2 | -10 | -9 | -4 | -2 | 1 | 0 | 16

Record cards, from the list above.
CC(C)Cc1nnc(NC(=O)CCC(=O)NC2CCCc3ccccc32)s1 (stereo not drawn) is entered as FXIa inh = 6; 14-3-3 Bad inh = 4; p97 inhibitor = 3; KLK5 inh = -4; Mdm2 ligase inh = 12; eIF4E 4G PPI = -2[fluorescence artefact?]; Wee1 stabilizer = -2; Rad51 HR inh = -6; FXIIa inh 1536 = 5
Cc1nc2ccccc2n1CC(=O)OCC(=O)NC1CC1 is entered as FXIa inh = 37; 14-3-3 Bad inh = -2; p97 inhibitor = -3; KLK5 inh = 24; Mdm2 ligase inh = -95; eIF4E 4G PPI = 2; Wee1 stabilizer = -1; Rad51 HR inh = -11; FXIIa inh 1536 = ·

A second format for some results above.
structure,FXIa inh,14-3-3 Bad inh,p97 inhibitor,KLK5 inh,Mdm2 ligase inh,eIF4E 4G PPI,Wee1 stabilizer,Rad51 HR inh,FXIIa inh 1536
CC1=NN(C(=O)Cn2ccc([N+](=O)[O-])n2)C(O)(C(F)(F)F)C1 (stereo not drawn),21,17,-4,-2,-7,0,-3,26,10
O=C(OCCN1C(=O)c2ccccc2C1=O)c1ccco1,5,-11[fluorescence artefact?],6,-9,-8,-5,2,-5,12
